RmlC RmlD mix – RmlC/RmlD inhibition, mixture screen; RmlC/RmlD coupled enzyme inhibition, 384-well mixture HTS; inhibition, % at 5.5 µM; 110,000 compounds, 0.39% hits; AID 1532; in the data active means inhibition above about 30%, passing the limit was not always enough; further: strong numbers were not always called active
HIV RNase H inh – blocks HIV-1 RNase H cleavage of RNA/DNA duplex; P04585; RT-RNase H RNA/DNA duplex cleavage, fluorescence; inhibition, % at 10 µM; 65,000 compounds, 1.9% hits; AID 565; in the data active means inhibition above about 50%
Numbers without * were called inactive; / = not tested or not shown; & = joins results of further samples. Only part of the results is shown (hit frequency here may not be typical).

SMILES	RmlC RmlD mix	HIV RNase H inh
O=C(c1ccccc1)c1nn(-c2ccc(Cl)cc2)c(=O)cc1C(F)(F)F	-2.2	/
Cc1nn(Cc2ccccc2Cl)c(C)c1NC(=O)C1C2CCC(O2)C1C(=O)O (centres undefined)	9.2	1.2
Cc1ccc(NC(=O)CN2C(=O)NC3(CCc4ccccc43)C2=O)cc1Cl (centres undefined)	-16.5	/
O=C(c1ccccc1)N1CCCC(C(=O)N2CCc3ccccc3C2)C1 (centres undefined)	-17.0	/
CCN(CC(=O)NC(c1ccccc1)c1ccccc1)Cc1nc2ccccc2c(=O)[nH]1	-11.5	/
Cc1ccoc1C(=O)Nc1cccc(Oc2ccccc2)c1	-2.7	/
CC(C)n1c(-c2ccccc2F)n[nH]c1=S	-2.4	/
Cc1cc2oc(C(=O)NC3CCS(=O)(=O)C3)c(C)c2cc1C (centres undefined)	-3.7	-15.6
COc1ccc(N=NC2=C(O)CC(C)(C)CC2=O)cc1	13.4	/
Cc1cnnc2ccc3c(no[n+]3[O-])c12	-6.8	/
CCCCNC(=O)CSc1nnc(-c2ccco2)n1C	-0.3	3.9
CN(CC(=O)NCCCN1CCOCC1)S(=O)(=O)c1ccc(Br)cc1	3.1	-1.5
C=CCn1c(N2CCCCCC2)nc2c1c(=O)[nH]c(=O)n2C	-13.8	-15.2
Fc1cccc(-c2nn[nH]n2)c1	7.1	/
OCCN1CCN(CCCN2c3ccccc3Sc3ccc(C(F)(F)F)cc32)CC1	-4.0	-23.9
CCc1nc(SCC(=O)Nc2nccs2)c2oc3ccccc3c2n1	/	47.6
COCCCNS(=O)(=O)c1ccccc1	-9.4	-6.8
CC1(C)CC(=O)C2=C(C1)NC(Nc1nc3ccccc3o1)=NC21CCCCC1	0.1	13.0
O=C1CCC/C1=c1\s/c(=C\c2cccnc2)c(=O)n1-c1ccccc1	/	-52.5
COc1ccc(-c2nnc(SC(C)C(=O)Nc3cccc(Cl)c3)o2)cc1 (centres undefined)	11.4	-5.9
CC(=O)c1c(C)[nH]c(C(=O)OC2CCCCC2=O)c1C (centres undefined)	1.9	-5.2
CC(NC(=O)c1nn(C)c(=O)c2ccccc12)c1ccccc1 (centres undefined)	4.7	-9.7
CS(=O)(=O)N(CC(=O)N1CCN(c2ccc(F)cc2)CC1)c1cccc(Cl)c1	35.9	/
CCOc1ccc2nc(NC(=O)c3ccc(OC)c(S(=O)(=O)N4CCOCC4)c3)sc2c1	-8.2	/
CNCCCCOc1ccccc1Cc1ccccc1	-4.4	/
CC(C)SCCCCOc1ccc2ccccc2c1	-4.1	/
O=C(O)Cn1c(-c2cscn2)nc2ccccc21	10.8	-0.8
O=C(O)CSc1ncnc2c1oc1ccccc12	2.0	/
COc1cc(C)c(S(=O)(=O)N2CCOCC2)cc1C(C)C	2.1	-11.5
Cc1ccc(Cn2c(CN3CCOCC3)nc3c2c(=O)n(C)c(=O)n3C)cc1	3.2	-10.1
CC(C)CCC1(CN2CCCC2=O)C(=O)NC(=O)NC1=O	5.2	/
O=C(Nc1ccccc1)OCCOc1ccccc1	-22.6	-51.9
CCCCCn1c(=N)n(CC(O)COc2ccccc2OC)c2ccccc21 (centres undefined)	2.1&-7.5	4.1
COc1cc2[nH]c(=O)n(-c3ccccc3)c(=O)c2cc1OC	9.4	-20.7
O=C(COc1cccc(NC(=O)c2cccc([N+](=O)[O-])c2)c1)c1ccc(F)cc1	6.6	/
O=C(CN(CC1CCCO1)C(=O)CCC(=O)Nc1ccccn1)NCC1CCCO1 (centres undefined)	-4.0	-2.8
CC1CCCN(C(C(=O)Nc2ccc3c(c2)OCO3)c2ccccc2)C1 (centres undefined)	4.5	-8.9
O[C@H]1[C@H](O)[C@@H](O)CN2CC[C@H](O)[C@H]12	-13.3	/
COc1cc2ccccc2cc1C(=O)Nc1ccccc1N1CCN(S(C)(=O)=O)CC1	-5.6	31.4
COC(=O)C1=C(C)NC(=O)/C1=C\c1cc(C)n(-c2c(C)cccc2C)c1C	13.5	/
CCOC(=O)CSc1nc2ccsc2c(=O)n1C1CCN(C(=O)OCC)CC1	4.0	-0.6
CCOC(=O)N1CCN(S(=O)(=O)c2ccc(C(=O)NNc3nc4c(C)cccc4s3)cc2)CC1	-3.9	/
Cc1ccc(C(C(=O)NCc2ccco2)N(C(=O)Cn2nnc3ccccc32)c2ccccc2)o1 (centres undefined)	-4.1	2.3
CCCCCCn1c(=O)c(-c2nc3ccccc3c(=O)[nH]2)c(O)c2ccccc21	/	7.3
CN(Cc1cccc(F)c1)C(=O)c1ccc(S(=O)(=O)C(F)F)cc1	-10.6	4.3
Cc1ccc(C(=O)NNC(=O)CSc2nnc3c(n2)[nH]c2ccc(C)cc23)cc1	7.7	/
CCn1c(COc2ccc(=O)n(-c3ccccc3)n2)nnc1SCc1ccc(OC)cc1	-10.5	/
Nc1cc(=O)[nH]c(SCc2nnc(-c3ccccc3)o2)n1	11.5	-0.5
Cc1ccc(S(=O)(=O)/C(C#N)=C/c2c(N3CCN(C)CC3)nc3c(C)cccn3c2=O)cc1	-12.2	5.2
COC(=O)c1cccc(NC(=O)NC2CCCN2S(=O)(=O)c2ccc(Cl)cc2)c1 (centres undefined)	-9.0	-7.3
CC(C)Cc1cc(C(=O)Nc2sc3c(c2C#N)CCC3)no1	7.5	/
O=C(c1ccco1)N1CCN(C(=O)C(Cc2ccccc2)NS(=O)(=O)c2cccs2)CC1 (centres undefined)	6.1	-0.2
CC(C)c1nccn1CCC(=O)O	-16.0	/
COc1ccc(OC)c(NC(=O)C2CC(=O)N(c3ccccc3)C2)c1 (centres undefined)	-13.6	-12.3
COc1cc2c3c(c1)C1(C(=O)N3C(C)(C)C=C2C)C(C#N)=C(N)Oc2cc(C)oc(=O)c21 (centres undefined)	8.2	9.3
CCCC(=O)Nc1ccccc1NC(=O)c1cc(OC)c(OC)c(OC)c1	-14.7	/
CCOC(=O)c1nn(-c2ccccc2F)c(C)c1C(C)=O	-10.8	/
CC1(C)CC(NC(=O)c2ccccc2Cl)CC(C)(C)N1	15.5	-8.6
Cc1nn(CC(=O)Nc2ccc(C(=O)N3CCCCC3)cc2)c(=O)c2ccccc12	7.3	32.4
COc1ccc(-n2nnc3c(SCC(=O)Nc4ccc5c(c4)OCCO5)ncnc32)cc1	/	-3.0

Some of these compounds in order of SMILES length, low to high:
SMILES	RmlC RmlD mix	HIV RNase H inh
COc1ccc(OC)c(NC(=O)C2CC(=O)N(c3ccccc3)C2)c1 (centres undefined)	-13.6	-12.3
Cc1nn(CC(=O)Nc2ccc(C(=O)N3CCCCC3)cc2)c(=O)c2ccccc12	7.3	32.4
COc1ccc(-n2nnc3c(SCC(=O)Nc4ccc5c(c4)OCCO5)ncnc32)cc1	/	-3.0
Cc1ccc(S(=O)(=O)/C(C#N)=C/c2c(N3CCN(C)CC3)nc3c(C)cccn3c2=O)cc1	-12.2	5.2

New compounds follow.
SMILES	RmlC RmlD mix	HIV RNase H inh
COc1ccccc1NC(=O)CSc1nnc(COc2ccc(Cl)cc2)n1Cc1ccco1	-4.0	-9.1
C=C(C)C(=O)Nc1cccc(C2=NOC3(C2)C[C@H](C(N)=O)N(C(=O)CC#N)C3)c1 (some centres undefined)	9.5	/
CC1(OC(=O)CCc2ccccc2)C(=O)C=C2C=C(c3ccc(C#N)cc3)N(CC3CC3)C=C2C1=O (centres undefined)	7.6	/
CCOCCCNC(=O)c1c(N)n(-c2ccc(S(N)(=O)=O)cc2)c2nc3ccccc3nc12	-35.1	/
FC(F)(F)c1cc(-c2ccco2)nc(NCCc2ccccc2)n1	-24.0	/
O=C(CSc1c[nH]c2ccccc12)N1CCOCC1	-5.5	8.8
CC(CN1CCOCC1)OC(=O)COc1ccc(F)cc1 (centres undefined)	7.1	-35.0
CCn1c(CSCc2ccc(F)cc2)nnc1SCC(=O)N1CCN(c2ccccc2)CC1	-4.1	/
N#C/C(C(=O)NCc1ccccc1)=C1\SC(CCO)C(=O)N1c1ccccc1 (centres undefined)	13.3	-1.0
CCOC(=O)C1=C(C)NC(=O)NC1c1c(OCC(=O)N2CCCCC2)ccc2ccccc12 (centres undefined)	4.4	10.6
CCOC(=O)N1CCN(C(=O)CCC(=O)N2CCOc3ccc(C)cc32)CC1	6.7	-21.3
C=CCc1ccccc1OCC(O)CNC (centres undefined)	3.8	-4.2

Full records as entered above. Order of screens: RmlC RmlD mix, HIV RNase H inh
CC(CN1CCOCC1)OC(=O)COc1ccc(F)cc1 (centres undefined) in the list: 7.1, -35.0
CCOC(=O)N1CCN(C(=O)CCC(=O)N2CCOc3ccc(C)cc32)CC1 in the list: 6.7, -21.3
O=C(CSc1c[nH]c2ccccc12)N1CCOCC1 in the list: -5.5, 8.8

Remaining list, next part.
SMILES	RmlC RmlD mix	HIV RNase H inh
CC(C)NC(=O)[C@@H]1C[C@@]1(C)[C@@H](NC(=O)OCc1ccccc1)c1ccccc1	-11.2	/
COCCN1C=C(C(=O)OC)C(c2cc3c(cc2Br)OCO3)C(C(=O)OC)=C1	2.1	-9.3
Cc1ccc(S(=O)(=O)N(C)Cc2ccc(-c3nnco3)cc2)cc1	-5.1	-7.6
CCc1ccc(NC(=O)CSc2nnc(COc3ccc4c(c3)CCCC4)o2)cc1	-13.7	/
CC(CNC(=O)c1ccc(Br)o1)NC(=O)c1ccc(Br)o1 (centres undefined)	-7.6	-1.1
Cc1ccc(C(=O)CNc2nc3c(c(=O)[nH]c(=O)n3C)n2Cc2ccccc2)cc1	11.5	-6.8
CCOC(=O)c1c(NC(=O)c2c(Br)cnn2CC)sc(C)c1C	7.2	/
Cc1ccc(Oc2nc(C(F)(F)F)nc3ccccc23)cc1	6.5	/
CCCNC(=O)CN(Cc1ccccc1F)S(=O)(=O)c1ccc(C)cc1	-9.6	/
O=C(CCn1c(=O)oc2ccccc21)N(Cc1ccccc1)c1ccccn1	7.1	-33.1
O=C(c1cc2nc(-c3ccccc3)cc(-c3ccccc3)n2n1)N1CCN(C(=O)c2ccco2)CC1	-72.0	-24.4
Cc1ccccc1Cn1c(Cc2ccccc2)nc2ccccc21	-8.3	/

A few values from above:
Cc1ccccc1Cn1c(Cc2ccccc2)nc2ccccc21 | RmlC RmlD mix = -8.3
Cc1ccc(S(=O)(=O)N(C)Cc2ccc(-c3nnco3)cc2)cc1 | RmlC RmlD mix = -5.1
Cc1ccc(Oc2nc(C(F)(F)F)nc3ccccc23)cc1 | RmlC RmlD mix = 6.5
CCc1ccc(NC(=O)CSc2nnc(COc3ccc4c(c3)CCCC4)o2)cc1 | RmlC RmlD mix = -13.7

Next records:
SMILES	RmlC RmlD mix	HIV RNase H inh
Cn1c(SCc2c(F)cccc2Cl)nnc1-c1cnccn1	-6.5	-0.9
CCOc1cc(S(=O)(=O)N2CCCCCC2)ccc1F	-20.3	/
CC(=O)N1CCc2cc(S(=O)(=O)Nc3ccccc3N3CCN(C)CC3)ccc21	8.7	-16.8
CCOC(=O)c1oc2ccccc2c1NC(=O)c1cccs1	-11.0	-6.6
O=C(Nc1nc2ccccc2s1)c1ccc(Cl)s1	-11.6	-9.4
O=C(CCn1c(=S)oc2ccccc21)Nc1ccc2c(c1)OCCO2	8.5	-36.5
O=C(Cn1cccc1C(=O)c1ccccc1)NCc1ccccn1	7.4	-22.1
CC(CSc1nc2ccccc2s1)Cn1c(N2CCCC2)nc2c1c(=O)[nH]c(=O)n2C (centres undefined)	8.2	-0.4
CC1(C)C2CCC1(C)C(OC(=O)CSc1nc(N)cc(=O)[nH]1)C2 (centres undefined)	-11.5	-4.1
CCCCC(CC)C(=O)NCCCN1CCN(CCCNC(=O)C(CC)CCCC)CC1 (centres undefined)	9.1	-6.5
N/C(=N\OC(=O)c1ccc(Cl)c(Cl)c1)c1cccnc1	-26.3	/
O=C(CCn1c(=O)[nH]c2ccsc2c1=O)Nc1ccc(F)c(F)c1	-5.3	/
CCC(C)(C)n1nnnc1CN(Cc1ccc(Cl)cc1)Cc1ccco1	/	12.6
COc1cc(OC)cc(C(=O)Nc2ccccc2N2CCOCC2)c1	-35.9	-23.7
O=C(OC(C(=O)NC1CCCC1)c1ccccn1)c1cccs1 (centres undefined)	7.3	/
CCN(CC)S(=O)(=O)c1cc(C(=O)NC2=NCCS2)ccc1Cl	3.0	/
c1ccc(-c2nnc3n2NC(c2ccc4c(c2)OCO4)S3)cc1 (centres undefined)	-15.7	67.9*
CCOc1ccc(-c2nnc(SCC(=O)N3CCOCC3)o2)cc1	10.5	5.3
CCOC(=O)c1cnc(Nc2nc3ccccc3o2)nc1CN1CCN(c2ccccc2)CC1	/	4.3
COc1ccc(Br)cc1CNC(=O)C1CCC(=O)N1C(C)C (centres undefined)	-10.9	-6.0
COc1ccc(-c2cc(C(F)(F)F)nc(NCc3ccco3)n2)cc1OC	3.6	-6.5
O=C(NC1CCCCC1)N1CCCCCC1	/	5.1
CS(=O)(=O)N(CC(=O)N/N=C/c1cccs1)c1cccc(Cl)c1Cl	0.5	/
CCSc1c(-c2ccccc2)nc2c(C)cccc2c1C(=O)O	-6.5	/
Cn1cccc1Cc1nnc(SCC(=O)NC2CCCC2)n1-c1ccc(F)cc1	6.9	-2.1
COc1ccc(C2C3=C(CCCC3=O)Nc3nc(C(F)(F)F)nn32)c(OC)c1OC (centres undefined)	/	-9.0
CC1CC(c2ccccc2)n2nc(NC(=O)CCc3ccccc3)nc2N1 (centres undefined)	-6.7	-0.1
COC(=O)C[C@](O)(CCCC(C)(C)O)C(=O)O[C@@H]1C(OC)=C[C@]23CCCN2CCc2cc4c(cc2[C@H]13)OCO4	-14.6	/
COc1cc(/C=N/n2cnnc2)ccc1OCC(=O)N1CCOCC1	/	-3.8
CCN1CCCC1CNC(=O)CCNC(=O)c1cc(OC)c(OC)c(OC)c1 (centres undefined)	-5.6	0.2
CC(C)CC(=O)NC(=S)Nc1nc(-c2cccc3ccccc23)cs1	-4.9	/
Cc1cc(C)n2nc(SCc3ncc(-c4ccccc4)o3)nc2n1	-9.7	-28.8
CC(C)(CNC(=O)c1ccc([N+](=O)[O-])c(Cl)c1)CNC(=O)c1ccc([N+](=O)[O-])c(Cl)c1	8.0	/
CCN1CCc2nc(NC(=O)c3ccc4c(c3)OCCO4)sc2C1	-6.6	10.6
Cc1ccc(C(=O)COC(=O)c2n[nH]c(=O)c3ccccc23)cc1	14.7	/
O=C(OCC#CCSc1nnc(-c2ccccc2)o1)c1cccs1	9.6	-64.5
Cc1nnc2sc(-c3ccc(-c4ccc(Cl)c(C(F)(F)F)c4)o3)nn12	31.5	2.2
